mcGAS MS inh: mouse cGAS inhibition by mass spec; recombinant mouse cGAS, cGAMP by RapidFire MS; inhibition, % at 12.5 µM; hit rate 0.18% among 130,000; AID 1259397;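 active = inhibition of cGAS enzyme activity at or above 60%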;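 note: enzyme stimulated by 45 bp dsDNA with ATP and GTP substrates; cGAMP share of summed cGAMP plus half ATP and half GTP signals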
Target sequence (Q8C6L5 whole entry, looked up): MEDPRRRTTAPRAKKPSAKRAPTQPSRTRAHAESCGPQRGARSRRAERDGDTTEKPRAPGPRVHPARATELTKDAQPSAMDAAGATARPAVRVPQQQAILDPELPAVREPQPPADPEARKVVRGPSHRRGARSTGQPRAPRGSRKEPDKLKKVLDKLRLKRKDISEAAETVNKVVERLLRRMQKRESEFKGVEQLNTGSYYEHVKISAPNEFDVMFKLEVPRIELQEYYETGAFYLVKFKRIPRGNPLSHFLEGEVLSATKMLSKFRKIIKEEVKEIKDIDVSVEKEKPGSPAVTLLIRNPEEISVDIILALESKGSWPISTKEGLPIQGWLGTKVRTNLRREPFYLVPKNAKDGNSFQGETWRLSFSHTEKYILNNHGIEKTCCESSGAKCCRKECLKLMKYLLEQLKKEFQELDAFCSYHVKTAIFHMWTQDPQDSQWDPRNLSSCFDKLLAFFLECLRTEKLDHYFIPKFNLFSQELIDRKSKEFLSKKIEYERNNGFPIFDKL
The depositor's hits bear a star; & = joins results of further samples. These rows are one share of the data. The share of hits here may be higher or lower than overall.

SMILES	mcGAS MS inh
Cc1nc2c(c(N(C)C)n1)CCN(C(=O)c1cc(-c3ccccc3O)n[nH]1)C2	-13.2
Cc1cc(C(=O)O)c(C)s1	-3.7
Cc1cnc2n(c1=O)C(CC(=O)Nc1ccccn1)CS2 (centres undefined)	-3.0
CN(CCN1CCc2ccccc2C1)c1nc2nonc2nc1N1CCOCC1	-5.4
COc1ccc(C(=O)Nc2ccnn2C2CCN(C(=O)C#Cc3ccccc3)CC2)cc1	-0.9
O=C(NCCC1=CCCCC1)C1CCC(=O)N(Cc2ccc(Cl)cc2)C1 (centres undefined)	-7.8
Cc1cc(CN2C(=O)c3cnc(C(C)(C)C)nc3C[C@H]2C)no1	-2.5
O=C(CCC1Cc2ccccc2NC1=O)Nc1ccc(Cl)nc1 (centres undefined)	-7.6
CC(c1ccc(-c2cccc(F)c2C(N)=O)cc1)N1CCCCC1 (centres undefined)	-27.3
Cc1ccc(-n2c(C3CC3)n[nH]c2=S)cc1	-1.6
CCc1cc2c(cc1C(C)NC(=O)Cc1ccccc1)OCCO2 (centres undefined)	-3.4
Cc1cccc(C(=O)NNC(=O)CCCCCN2C(=O)c3ccccc3C2=O)c1	-3.9
N=C1CCn2nc3c(c2=N1)=C1Sc2ccccc2N1CCC3	-6.3
Cc1nc(-c2ccc3c(c2)OCO3)cs1	1.7
O=S(=O)(c1c(Cl)cc(Br)cc1Cl)N1CCCSCC1	5.1
OCCC1CN(Cc2cn[nH]c2C2CCCCC2)CCN1Cc1ccsc1 (centres undefined)	-4.0
CCc1ccc(OC)c(S(=O)(=O)n2cc(C)nc2-c2ccccc2)c1	-12.3
O=C(Cc1cn2ccsc2n1)NCCc1nc2c(s1)CCCC2	-10.4
Cn1nc(C2CCN(C(=O)c3ccncn3)CC2)n(Cc2ccccc2)c1=O	-23.3
COc1ccc(S(=O)(=O)NC(=O)C2(C)CCN2C(=O)Cc2cc(C)cc(C)c2)cc1OC (centres undefined)	-9.9
N#CC(C#N)C=Nc1ccncc1	-0.3
Cn1ccnc1C(NS(=O)(=O)c1ccccc1Br)c1ccc(Cl)cc1 (centres undefined)	-4.4
Cc1ccc(COc2ccc(Cl)cc2CNc2nn[nH]n2)cc1	-23.7
COc1cc(NC(=O)C2CC(=O)N(c3ccccc3Cl)C2)cc(OC)c1OC (centres undefined)	5.2
O=C(C1CCN(Cc2ccco2)CC1)N1CCC(O)(c2ccccc2)C1 (centres undefined)	-25.3
CCCc1cc(=O)[nH]c(N=C(N)Nc2ccc3c(c2)OCCO3)n1	-9.8
COc1ccc2c(c1)C=C(CNCc1cccnc1N1CCN(C(C)=O)CC1)CO2	2.1
Cc1sc(NC(=O)c2ccccc2F)c(CN2CCCCC2C)c1C (centres undefined)	-6.5
Cc1nn(CC(=O)O)c(=N)s1	-33.9
CC1CCN(Cc2nnnn2CCCC(=O)NC(C)c2cnn(-c3ccccc3)c2)CC1 (centres undefined)	-0.8

Four of the compounds above, with bars between the fields:
mol | mcGAS MS inh
Cn1ccnc1C(NS(=O)(=O)c1ccccc1Br)c1ccc(Cl)cc1 (centres undefined) | -4.4
Cc1ccc(COc2ccc(Cl)cc2CNc2nn[nH]n2)cc1 | -23.7
COc1cc(NC(=O)C2CC(=O)N(c3ccccc3Cl)C2)cc(OC)c1OC (centres undefined) | 5.2
O=C(C1CCN(Cc2ccco2)CC1)N1CCC(O)(c2ccccc2)C1 (centres undefined) | -25.3

Remaining list, next part:
SMILES	mcGAS MS inh
NC(=O)C1CN(c2nc(C3CC3)nc3sc4c(c23)CCCC4)CCO1 (centres undefined)	-19.2
COC(=O)CCCc1nc(Cn2ccc(=O)c3ccccc32)no1	-4.2
Nc1ncc(C(=O)N2CCCC(N)CC2)c(-c2ccccc2)n1 (centres undefined)	10.7
Cc1nc(NC2CCCCC2)c2c3c(sc2n1)CCC3	-4.6&7.0
COC(=O)[C@@H]1C[C@H](NC(=O)CCN2CCCCO2)CN1C	-25.7
N#Cc1c(N)sc(C(=O)O)c1CSc1ccc2c(c1)OCCO2	8.7
CN(C)S(=O)(=O)c1ccccc1CNC(=O)CCCn1cncn1	7.0
CC1Oc2ccc(OC(F)(F)F)cc2N(c2ccc(C(F)(F)F)cc2)C1=O (centres undefined)	1.1
S=c1n(CN2CCCC2)nc(C2COc3ccccc3O2)n1-c1ccccc1 (centres undefined)	-1.9
CC1c2ccsc2CCN1CC(=O)Nc1ccc(Cl)cc1F (centres undefined)	1.8
COc1cccc(C2CCN2C(=O)c2cc3n(n2)CCN(C)C3)c1 (centres undefined)	3.9
Cc1c(C)n2c3c(=O)n(Cc4ccc(Cl)cc4)c(=O)n(C)c3nc2n1CCN1CCOCC1	-3.9
O=C(Nn1cnc2c(cnn2-c2ccccc2)c1=O)c1ccc(C(F)(F)F)cc1	-5.9
CCCc1noc(CCC(=O)N2CCCC2c2nnc3n2CCCCC3)n1 (centres undefined)	-26.0
Cc1cnccc1CN(C)Cc1nc2ccccc2n1C(C)C	-9.7
Cc1cccc(NC(=O)c2cnc3sc(C)cn3c2=O)n1	-8.9
O=C(Nc1ccc(C(F)(F)F)oc1=O)c1ccc(Cl)cc1	0.5
Cc1ccc(CNC(=O)/C(C#N)=C2\N=C(NC(=O)c3cccnc3)c3ccccc32)cc1	-8.2
CC1=C(C(=O)OCC(C)C)C(c2cccs2)NC(=S)N1 (centres undefined)	-17.8
Cc1ccc(CNC(=O)CSc2nc3[nH]ncc3c(=O)[nH]2)cc1	-6.1
CCCCC1C=CCN1C(=O)CCc1ccc(O)cc1 (centres undefined)	-6.5
CCCC1(C)CCCN(C(=O)NCCCS(C)(=O)=O)C1 (centres undefined)	-4.7
COc1ccc(C2CCCN2CC(=O)Nc2cc(F)cc(F)c2)cc1 (centres undefined)	2.4
Cc1cc(NC(=O)C(C)OC(=O)CCn2nnc3ccccc3c2=O)on1 (centres undefined)	3.3
CONC(=O)C1CCN(S(=O)(=O)c2ccccc2F)CC1	-3.7
Cc1noc(CN(C)C(=O)c2ccc(Cn3ccc4ccccc43)o2)n1	-10.7
COc1ccc(OC)c(C2CCN(C(=O)c3cccc4ccnn34)C2)c1 (centres undefined)	-12.3
COC(C)C(=O)NCC(O)CN1CCC(C)CC1 (centres undefined)	-10.5
Oc1ccc(Cl)cc1Cc1cc(Cl)ccc1O	-6.2
COC(=O)CCc1nnc(NS(=O)(=O)c2ccc(C)c(C)c2)s1	-2.2

The final 6 entries of the section before come first, to join the parts.
SMILES	mcGAS MS inh
CONC(=O)C1CCN(S(=O)(=O)c2ccccc2F)CC1	-3.7
Cc1noc(CN(C)C(=O)c2ccc(Cn3ccc4ccccc43)o2)n1	-10.7
COc1ccc(OC)c(C2CCN(C(=O)c3cccc4ccnn34)C2)c1 (centres undefined)	-12.3
COC(C)C(=O)NCC(O)CN1CCC(C)CC1 (centres undefined)	-10.5
Oc1ccc(Cl)cc1Cc1cc(Cl)ccc1O	-6.2
COC(=O)CCc1nnc(NS(=O)(=O)c2ccc(C)c(C)c2)s1	-2.2
Cc1ccc(C2NC(=O)c3cc(C(C)C)sc3N2)cc1 (centres undefined)	-7.9
Cc1cc(C(=O)N(C2CC2)C(C)C2CC2)c2nc3n(c2n1)CCCCC3 (centres undefined)	-4.6
COc1cc2cc(CN3CCCC3c3ccco3)c(=O)[nH]c2cc1OC (centres undefined)	-6.0
CCNC(=O)NC(CC(C)C)c1nnc2n1CCNCC2 (centres undefined)	-17.0
C[n+]1cccc(C(O)P(=O)(c2ccccc2)c2ccccc2)c1 (centres undefined)	-37.2
CNc1cc(-c2ccccc2)nc(-c2ccccc2)n1	-17.0
CC(=O)Nc1cncc(-c2ccccc2F)n1	4.2
COc1ccc2[nH]c3c(c2c1)CCCC3O (centres undefined)	-6.3
COc1ccc(Br)cc1C1=N/C(=C\C=C\c2ccccc2)C(=O)O1	-2.8
Cc1nc2ccccc2c(=O)n1CCC(=O)N1CCSc2ccc(Cl)cc21	-3.5
COc1ccc(Cl)cc1NC(=O)c1ccc2c(c1)OCCCO2	-10.3
C(=NNC1=NCCCCC1)c1ccc2c(c1)OCO2	28.7
Cc1cnc2c(C(=O)N(C)Cc3cc(C4CC4)n[nH]3)cnn2c1	-6.5
COc1ccc(C2OCC(C)(C)CO2)cc1Br	-1.0
O=C(CC1S/C(=N/N=C2/CCCc3ccccc32)NC1=O)Nc1ccccc1C(F)(F)F (centres undefined)	-31.5
CC(C)(C)c1ccc(NC(=S)NC(=O)c2cccs2)cc1	-13.0
CC12N=NCC1C(=O)N(c1ccc(Cl)cc1)C2=O (centres undefined)	2.0
Cc1oc2ncn(C)c(=O)c2c1C(=O)Nc1cccc(COCC2CC2)c1	94.4*
Cc1[nH]cnc1CN(C)Cc1nc2ccccc2n1C	-29.0
CC(=O)c1cccc(NC(=O)c2cnn(-c3ccccc3)c2C)c1	-2.2
FC(F)(F)CCc1nc(C2CC2)n[nH]1	-14.5
O=C(NCC12CC3CC(CC(C3)C1)C2)NC1CCCCC1	-3.8
CN(C)CCOC1CCN(C(=O)CCCc2ccc(Cl)c(Cl)c2)C1 (centres undefined)	2.7
O=C(C(O)c1ccccc1)N1CCn2cncc2C1 (centres undefined)	-13.4
O=C1c2cccc3cccc(c23)C(=O)N1CCCN(C(=O)C12CC3CC(CC(C3)C1)C2)c1cccc(F)c1	-7.8
OCc1ccc(-n2cccn2)cc1	-16.5
O=C(CCc1cccnc1)Nc1cnc2n1CCCC2	-6.0
CC(NC(=O)N1CCN(S(=O)(=O)N(C)C)CC1)c1cccc(Br)c1 (centres undefined)	1.1
CC(C)N1CC2CCCC3(C1)C(=O)NC1(CCCCC1)N=C23 (centres undefined)	4.3
O=C(COc1c(Cl)cc(Cl)cc1Cl)n1cc(Br)cn1	-13.0

2 entries picked at random from the list so far, as already listed:
SMILES	mcGAS MS inh
O=C(CCc1cccnc1)Nc1cnc2n1CCCC2	-6.0
CC(C)N1CC2CCCC3(C1)C(=O)NC1(CCCCC1)N=C23 (centres undefined)	4.3

(more compounds)
SMILES	mcGAS MS inh
NC(Cc1nccn1C(F)F)c1ccccc1 (centres undefined)	3.8
O=C1CNC(=O)N1CCN1CCCC(C(F)(F)F)C1 (centres undefined)	3.0
COc1cccc2cc(-c3nc4ccccc4[nH]3)c(=Nc3ccc(F)cc3)oc12	-10.0
O=C(COC(=O)CCc1c[nH]c2ccccc12)NC12CC3CC(CC(C3)C1)C2	-4.3
Cc1ccccc1-n1nc2c(c1NC(=O)/C=C\c1ccc3c(c1)OCO3)CS(=O)(=O)C2	-9.3
N#CCCN(C(=O)CN1C(=O)c2ccc([N+](=O)[O-])cc2C1=O)c1cccc(Cl)c1	-4.1
NC(=S)NN=C(C(=O)c1ccccn1)c1ccccn1	-11.6
S=C(Cc1ccc2c(c1)CCCC2)N1CCOCC1	-6.3
CC1(C(=O)NCc2ccc3c(c2)OCO3)CCN1Cc1ccc(-c2ccccn2)cc1 (centres undefined)	-6.0
CC(C)c1nc(CC2NC(=O)c3ccccc32)n(-c2ccccn2)n1 (centres undefined)	-6.9
O=C(COC(=O)C1(c2ccc(Cl)cc2)CCCC1)NCC(F)(F)F	-6.9
COCCCNC(=O)CSc1nc2ccccc2n1CC(C)C	-4.4
Cc1nc(-c2ccncc2)ncc1C(C)NC(=O)c1ccc(Cl)s1 (centres undefined)	-5.5
O=C(NCC1CCOCC1)c1csc(N2CCNC2=O)n1	-9.5
CCn1nc(CNC2CC2)c(-c2ccccc2)n1	-1.3
O=C(O)c1ccc(-c2ccc3ncnc(NCCO)c3c2)s1	-10.6
Cc1ccc(C(=O)NNc2ccc(C)cc2C)cc1	-32.1
CCOC(=O)C1CCN(c2ccc(C(F)(F)F)cc2C#N)CC1	0.9
COc1ccc(S(=O)(=O)NCCCn2nc(-c3ccc(F)cc3)ccc2=O)cc1F	9.5
O=c1cc(C(F)(F)F)c2ccc(OCc3cc(=O)n4ccsc4n3)cc2o1	-10.8
CCc1nccn1CCCn1cc(C2CC=CCC2)nn1 (centres undefined)	-11.7
Cc1ccc(S(=O)(=O)N2CCC(Br)C(=O)c3ccccc32)cc1 (centres undefined)	-11.0
CCOc1cccc(C(=O)NC(C#N)c2ccsc2)c1 (centres undefined)	-0.8
Cc1ccccc1CC(=O)N1CCCC1CC(=O)c1cnn(C)c1 (centres undefined)	-5.4
O=C(CN(Cc1cccc(O)c1)C1CC1)N1CCCCCC1	-3.9
CCCCN(CC(N)=O)C(=O)/C=C/c1cnc2ccccc2n1	-18.9
Cn1c(=O)c2[nH]c(NC3CCCC3)nc2n(C)c1=O	10.9
CC(C)=CC1C(C(=O)N2CCN(C(=O)c3ccccc3O)CC2)C1(C)C (centres undefined)	2.1
C=Cc1ccc(CN2C(=O)C(C)ON=C2c2ncccc2C)cc1 (centres undefined)	5.1
O=C(CCc1ccc(Cl)cc1)N1CCCC(O)(CO)CC1 (centres undefined)	-7.9
CC(=NNC(N)=S)C(C)=NNC(N)=S	47.7
Cc1nc(NC(=O)CCCn2ccnc2C)ccc1Br	-6.1
Cc1ccc(C(=O)Nc2ccc(OCC#N)cc2)cc1C	2.2
C=CCSc1nc(C)c2cc(OCC)ccc2n1	1.7
Cc1ccc(C2CC(c3ccc(C)c(C)c3)=Nc3nnnn32)cc1 (centres undefined)	-1.4
Cc1cc(Cn2ccnc2-c2ccc(C(=O)O)cc2)no1	2.6
Cc1nn2c3c(nnc2c1-c1ccccc1)C(=O)CC(C)C3 (centres undefined)	8.1
COC(=O)C1C(=O)C2=C(CC1C)NC(C)=C(C(=O)OC1CCCCC1)C2c1ccc(C)o1 (centres undefined)	11.1
COCCCn1c(-c2ccc(OC)cc2)nc2oc3cc(OC)ccc3c(=O)c2c1=O	-4.7
CNC(=O)C12CC3(C)CC(C)(CC(C)(C3)C1)C2	-6.7
CCCCC1C(=O)N(C)CCN1C(=O)Nc1nnc(C(C)(C)C)s1 (centres undefined)	-10.0
